BRCT inh green: qHTS Assay for Inhibitors of BRCT-Phosphoprotein Interaction (Green Fluorophore); BRCA1 BRCT-phosphopeptide binding, green fluorescence polarization; 75,000 tested, 0.05% active; Potency, µM (series often up to 76.9 µM), for the others: at the highest dose activity change, negative = inhibition, actives largely listed as inhibitors;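 also: potency is read from the fitted curve at half-maximal effect; plate controls were peptide without protein for full effect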
Target sequence (P38398 whole entry, looked up): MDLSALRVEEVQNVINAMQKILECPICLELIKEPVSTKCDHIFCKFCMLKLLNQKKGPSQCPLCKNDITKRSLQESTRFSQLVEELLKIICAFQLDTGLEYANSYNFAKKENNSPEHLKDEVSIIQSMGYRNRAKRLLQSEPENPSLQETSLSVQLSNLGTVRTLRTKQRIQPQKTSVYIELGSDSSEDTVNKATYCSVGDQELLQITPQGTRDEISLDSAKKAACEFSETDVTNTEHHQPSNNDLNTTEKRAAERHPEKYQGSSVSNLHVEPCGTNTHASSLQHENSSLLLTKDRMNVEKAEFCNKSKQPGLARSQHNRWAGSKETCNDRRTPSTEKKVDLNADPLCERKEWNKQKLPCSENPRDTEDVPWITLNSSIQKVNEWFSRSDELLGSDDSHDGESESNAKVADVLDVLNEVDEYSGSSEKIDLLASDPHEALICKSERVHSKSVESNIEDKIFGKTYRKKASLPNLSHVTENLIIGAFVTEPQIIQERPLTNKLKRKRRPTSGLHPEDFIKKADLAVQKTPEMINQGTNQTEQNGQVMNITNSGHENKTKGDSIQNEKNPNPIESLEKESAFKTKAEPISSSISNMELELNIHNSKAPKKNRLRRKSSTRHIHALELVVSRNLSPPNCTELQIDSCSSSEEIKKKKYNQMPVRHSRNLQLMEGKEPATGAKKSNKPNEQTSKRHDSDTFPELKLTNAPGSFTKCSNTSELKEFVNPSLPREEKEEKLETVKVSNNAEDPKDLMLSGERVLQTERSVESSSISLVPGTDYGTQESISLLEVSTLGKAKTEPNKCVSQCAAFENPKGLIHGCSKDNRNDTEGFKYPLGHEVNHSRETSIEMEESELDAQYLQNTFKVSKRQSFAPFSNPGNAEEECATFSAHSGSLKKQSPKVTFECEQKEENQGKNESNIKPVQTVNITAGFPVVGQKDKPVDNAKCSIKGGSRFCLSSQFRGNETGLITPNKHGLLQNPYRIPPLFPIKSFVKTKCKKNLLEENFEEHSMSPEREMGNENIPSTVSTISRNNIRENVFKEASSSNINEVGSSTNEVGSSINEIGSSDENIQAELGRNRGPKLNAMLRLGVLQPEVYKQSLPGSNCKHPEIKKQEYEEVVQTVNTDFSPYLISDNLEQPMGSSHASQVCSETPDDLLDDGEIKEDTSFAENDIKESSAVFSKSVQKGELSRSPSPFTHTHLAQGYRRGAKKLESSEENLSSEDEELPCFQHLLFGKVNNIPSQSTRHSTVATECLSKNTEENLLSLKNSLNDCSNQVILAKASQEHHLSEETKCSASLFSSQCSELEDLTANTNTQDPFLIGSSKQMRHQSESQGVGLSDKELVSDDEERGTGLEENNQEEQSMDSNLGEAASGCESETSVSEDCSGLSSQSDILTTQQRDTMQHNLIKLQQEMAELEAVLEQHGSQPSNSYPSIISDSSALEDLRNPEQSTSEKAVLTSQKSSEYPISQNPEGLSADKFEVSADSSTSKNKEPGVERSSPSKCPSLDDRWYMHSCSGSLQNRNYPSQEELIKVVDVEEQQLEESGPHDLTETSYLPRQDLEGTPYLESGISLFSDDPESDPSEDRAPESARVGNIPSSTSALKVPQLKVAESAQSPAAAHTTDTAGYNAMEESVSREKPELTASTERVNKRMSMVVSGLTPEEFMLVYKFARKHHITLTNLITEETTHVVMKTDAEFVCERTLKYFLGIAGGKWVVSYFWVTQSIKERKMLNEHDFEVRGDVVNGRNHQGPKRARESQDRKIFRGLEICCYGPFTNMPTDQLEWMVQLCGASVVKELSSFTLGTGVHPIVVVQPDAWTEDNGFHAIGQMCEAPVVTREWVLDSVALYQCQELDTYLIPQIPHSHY
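Compounds were incubated for 12 min at room temperature with a complex of 100 nM fluorescein-tagged pBACH1 decapeptide and 250 nM His-tagged BRCT protein. Buffer was phosphate pH 7.3 with EDTA, DTT and Tween 20. Disruption of binding lowers the polarization signal.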
ALOX15 inhib: qHTS Assay for Inhibitors of 15-hLO (15-human lipoxygenase); AID 887, 2007; 74,000 tested, 1.4% active; purified 15hLO-1, xylenol orange hydroperoxide absorbance; Polyunsaturated fatty acid lipoxygenase ALOX15 (Homo sapiens), P16050; Potency, µM (highest dose often 57.1 µM), without a hit: at the highest dose activity change, negative = inhibition, usual class: inhibitors; also: potency is read from the fitted curve at half-maximal effect; nearly all actives have a fitted effect of over 55% in size
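40 nM 15hLO-1 + cpd, 15 min RT; start w/ 50 uM AA (final), 6 min RT; stop/detect w/ 200 uM XO + 300 uM Fe(II) in 50 mM H2SO4, 30 min; A573/A405. Buffer 25 mM Hepes pH 7.5, 0.01% Triton X-100. No-enzyme wells as negative control.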
BRCT inh red: qHTS Assay for Inhibitors of BRCT-Phosphoprotein Interaction (Red Fluorophore); BRCT-phosphopeptide binding, red fluorescence polarization; Potency, µM (titrated, usually from 76.9 µM), inactives show at the highest dose activity change, negative = inhibition, most hits filed as inhibitors; 75,000 tested, 0.03% active
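Fluorescence polarization: 100 nM His-tagged BRCA1 BRCT with 100 nM TAMRA-labelled phospho-BACH1 decapeptide, phosphate buffer pH 7.3 with 150 mM NaCl, DTT, 0.01% Tween 20; 12 min RT. Binding inhibition seen as FP decrease.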
USP2a inhib: qHTS Assay for Inhibitors of Ubiquitin-specific Protease USP2a | Ubiquitin carboxyl-terminal hydrolase 2 (Homo sapiens), O75604 | USP2a enzymatic assay, qHTS inhibition | Potency, µM (top dose mostly 38.3 µM), inactives show at the highest dose activity change, negative = inhibition, hits mostly inhibitors | 60,000 tested, 0.1% active;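 also: potency is read from the fitted curve at half-maximal effect; nearly all actives have a fitted effect of over 60% in size; plate controls were DMSO for no effect and NEM full inhibition control for full effect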
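20 nM USP2 core + cpd, 30 min RT; add 20 nM Ub-PLA2/20 uM NBD C6-HPC; read Ex460/Em535 at 0 h and 2.5 h. Normalized to NEM; qHTS curve fit/classification.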
* = called active by the depositor; u = inconclusive; & = joins results of further samples; [ ] = remark or other dose. Calls follow the shape of the dose curve; as a rule, active = well fitted inhibition curve with a large enough effect; inconclusive = small, poorly fitted or top-dose-only effect; inactive = no such curve, though single readings can be large or run the other way. Unless noted, % is scaled to controls: 0 for no effect and ±100 for the full control effect. These rows are one share of the data, so the mix of outcomes need not match the whole.

Assay codes – A = BRCT inh green; B = ALOX15 inhib; C = BRCT inh red; D = USP2a inhib
#1 CC1(C)N([O-])[N+](=O)C1(C)Br (configuration not stated)
  A = -0.5%[3.08 µM] | B = u | C = -1.5% | D = 41%[activator]
#2 CCNc1nc(Cl)nc(NCC)n1
  A = -2.6% | B = -3% | C = 0.6% | D = -3%
#3 CC(C)=CCCC1(C)C=Cc2c(O)c3c(c(CC=C(C)C)c2O1)OC12C(=CC4CC1C(C)(C)OC2(C/C=C(/C)C(=O)O)C4=O)C3=O (configuration not stated)
  A = -0.6%[3.08 µM] | B = 16µM* | C = 1.4% | D = 24%
#4 CC(=O)C1CC[C@H]2C3CC[C@@H]4CC(O)CC[C@@]4(C)C3CC[C@]12C (some centres not stated)
  A = 0.1%[3.08 µM] | B = 4% | C = -1.4% | D = -2%
#5 COC(=O)/C(C)=C\CC12OC(C)(C)C3CC(C=C4C(=O)c5c(OC)c6c(c(CC=C(C)C)c5OC431)OC(C)(CCC=C(C)C)C=C6)C2=O (configuration not stated)
  A = -3.7% | B = u | C = 1.2% | D = -30%
#6 CCOP(=S)(OCC)Oc1ccc2c(C)c(Cl)c(=O)oc2c1
  A = 5.1% | B = -8% | C = -0.3% | D = -10%
#7 CCC1CN2CCc3cc(OC)c(OC)cc3C2CC1CC1NCCc2cc(OC)c(OC)cc21 (configuration not stated)
  A = -0.4%[3.08 µM] | B = -21% | C = -2.6% | D = 19%
#8 c1cncc(C2CCCCN2)c1 (configuration not stated)
  A = -0.7% | B = 0% | C = 1.0% | D = 9%
#9 c1ccc2c(c1)sc1ccccc12
  A = 0.5%[3.08 µM] | B = -2% | C = 0.0% | D = -12%
#10 CC(C)CCCC(C)C1CCC2C3C(=O)C=C4CC(O)CC[C@@]4(C)C3CC[C@@]12C (some centres not stated)
  A = 1.3% | B = u | C = -0.4% | D = 41%[activator]
#11 CC1CC[C@]2(NC1)OC1CC3C4CC=C5CC(O)CC[C@@]5(C)C4CC[C@]3(C)C1C2C (some centres not stated)
  A = -1.1%[3.08 µM] | B = 7% | C = 0.7% | D = 7%
#12 CC(C)N1C(=O)c2ccccc2NS1(=O)=O
  A = -3.1% | B = 0% | C = 1.5% | D = 24%
#13 CNc1ccc(C(=O)CC(O)CCC(C)C2OC(=O)CC(O)CC(=O)CC(O)CC(O)CC(O)CC(O)CC3(O)CC(O)C(C(=O)OC)C(CC(O[C@@H]4OC(C)C(O)C(N)C4O)/C=C/C=C/C=C/C=C/C=C/C=C/C=C/C2C)O3)cc1 (some centres not stated)
  A = 1.6%[3.08 µM] | B = -5% | C = -0.4% | D = 13%
#14 O=C1c2ccccc2C(=O)c2ccccc21
  A = -3.4%[3.08 µM] | B = 6% | C = 0.6% | D = 13%
#15 CC1CC2CC(=O)C3CCCN4CCCC2[C@]34C1 (some centres not stated)
  A = -0.1% | B = -1% | C = 2.5% | D = 0%
#16 CC(C)=CCOc1c2occc2cc2ccc(=O)oc12
  A = -0.5%[3.08 µM] | B = -4% | C = -0.8% | D = -11%
#17 NC(=O)c1cc([N+](=O)[O-])cc([N+](=O)[O-])c1
  A = -2.4%[3.08 µM] | B = -4% | C = -2.5% | D = -1%
#18 CCOP(=S)(OCC)SCn1c(=O)oc2cc(Cl)ccc21
  A = -0.1% | B = -15% | C = -0.9% | D = -8%
#19 O=c1c(O)c(-c2ccc(O)c(O)c2)oc2c(O)c(O)cc(O)c12
  A = -0.3%[3.08 µM] | B = u | C = -20% | D = 0%
#20 CCS(=O)CCSP(=O)(OC)OC (configuration not stated)
  A = -8.5% | B = -9% | C = 1.1% | D = -2%
#21 CCCC(C)C1(CC)C(=O)NC(=O)NC1=O (configuration not stated)
  A = 0.1%[3.08 µM] | B = -4% | C = 1.2% | D = -19%
#22 COc1ccc(CC2NC[C@H](O)[C@H]2OC(C)=O)cc1 (some centres not stated)
  A = 1.1%[3.08 µM] | B = -3% | C = -1.6% | D = -7%
#23 Clc1ccc(C(OCCN2CCCCC2)c2ccccc2)cc1 (configuration not stated)
  A = -1.1%[3.08 µM] | B = -4% | C = -0.5% | D = -5%
#24 NC(Cc1ccc(N(CCCl)CCCl)cc1)C(=O)O (configuration not stated)
  A = -2.4%[3.08 µM] | B = u | C = 0.1% | D = 10%
#25 NCCc1cc(O)c(O)cc1O
  A = 6.2%[3.08 µM] | B = u | C = -16% | D = 14%
#26 CCCCCCCCCCCCCC(=O)OC1C(C)[C@@]2(O)C(C=C(CO)C[C@]3(O)C(=O)C(C)=C[C@H]23)[C@@H]2C(C)(C)[C@]12OC(C)=O (some centres not stated)
  A = -1.6%[3.08 µM] | B = -24% | C = -1.2% | D = 42%[activator]
#27 CC(C)(C)C(=O)C(Oc1ccc(Cl)cc1)n1cncn1 (configuration not stated)
  A = 0.4% | B = -1% | C = -0.8% | D = -7%
#28 CCC1/C=C/C=CCC(C)C(O)[C@@](C)(O)C(=O)C(C)C(O)C(C)C(=O)C(C)C(O)C(C)C=CC(=O)O[C@H]2C(C)C(CC1)O[C@]1(CCC(C)C(CC(C)O)O1)C2C (some centres not stated)
  A = 8.7% | B = -12% | C = -0.1% | D = 42%[activator]
#29 CC(=O)C1CCC2C3CCC4CC(O)CCC4(C)C3CC(O)C12C (configuration not stated)
  A = 0.0%[3.08 µM] | B = 5% | C = 0.9% | D = 11%
#30 CC(=O)OC1C(=O)[C@]2(C)C(O)CC3OC[C@]3(OC(C)=O)C2[C@@H](OC(=O)c2ccccc2)[C@]2(O)CC(O)C(C)=C1C2(C)C (some centres not stated)
  A = -2.9% | B = -1% | C = -3.4% | D = -2%
#31 c1ccc2c(c1)CN1CCCC1=N2
  A = -2.7%&0.7% | B = -11%&-3% | C = 0.8%&-0.1% | D = -3%&46%
#32 CC1CCCC(=O)CCC/C=C/c2cc(O)cc(O)c2C(=O)O1 (configuration not stated)
  A = -2.1%[3.08 µM] | B = 1% | C = 0.2% | D = -9%

13 of these compounds in a different format:
| item | Compound | BRCT inh green | ALOX15 inhib | BRCT inh red | USP2a inhib |
| --- | --- | --- | --- | --- | --- |
| 19 | O=c1c(O)c(-c2ccc(O)c(O)c2)oc2c(O)c(O)cc(O)c12 | -0.3%[3.08 µM] | u | -20% | 0% |
| 20 | CCS(=O)CCSP(=O)(OC)OC (configuration not stated) | -8.5% | -9% | 1.1% | -2% |
| 21 | CCCC(C)C1(CC)C(=O)NC(=O)NC1=O (configuration not stated) | 0.1%[3.08 µM] | -4% | 1.2% | -19% |
| 22 | COc1ccc(CC2NC[C@H](O)[C@H]2OC(C)=O)cc1 (some centres not stated) | 1.1%[3.08 µM] | -3% | -1.6% | -7% |
| 23 | Clc1ccc(C(OCCN2CCCCC2)c2ccccc2)cc1 (configuration not stated) | -1.1%[3.08 µM] | -4% | -0.5% | -5% |
| 24 | NC(Cc1ccc(N(CCCl)CCCl)cc1)C(=O)O (configuration not stated) | -2.4%[3.08 µM] | u | 0.1% | 10% |
| 25 | NCCc1cc(O)c(O)cc1O | 6.2%[3.08 µM] | u | -16% | 14% |
| 26 | CCCCCCCCCCCCCC(=O)OC1C(C)[C@@]2(O)C(C=C(CO)C[C@]3(O)C(=O)C(C)=C[C@H]23)[C@@H]2C(C)(C)[C@]12OC(C)=O (some centres not stated) | -1.6%[3.08 µM] | -24% | -1.2% | 42%[activator] |
| 27 | CC(C)(C)C(=O)C(Oc1ccc(Cl)cc1)n1cncn1 (configuration not stated) | 0.4% | -1% | -0.8% | -7% |
| 28 | CCC1/C=C/C=CCC(C)C(O)[C@@](C)(O)C(=O)C(C)C(O)C(C)C(=O)C(C)C(O)C(C)C=CC(=O)O[C@H]2C(C)C(CC1)O[C@]1(CCC(C)C(CC(C)O)O1)C2C (some centres not stated) | 8.7% | -12% | -0.1% | 42%[activator] |
| 29 | CC(=O)C1CCC2C3CCC4CC(O)CCC4(C)C3CC(O)C12C (configuration not stated) | 0.0%[3.08 µM] | 5% | 0.9% | 11% |
| 30 | CC(=O)OC1C(=O)[C@]2(C)C(O)CC3OC[C@]3(OC(C)=O)C2[C@@H](OC(=O)c2ccccc2)[C@]2(O)CC(O)C(C)=C1C2(C)C (some centres not stated) | -2.9% | -1% | -3.4% | -2% |
| 31 | c1ccc2c(c1)CN1CCCC1=N2 | -2.7%&0.7% | -11%&-3% | 0.8%&-0.1% | -3%&46% |

Assay outcomes as filed in PubChem.
